GalR3 antagonist = blocks the human galanin receptor 3; O60755; HEK293 GalR3-CNG cAMP membrane potential fluorescence; galR3 body fused to GalR1 C-terminus; inhibition, % at 3 µM; actives 0.44% (n = 360,000); AID 651719;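 active = inhibition above the screen-wide average plus 3 SD, cut at about 13% in these data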;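 also: forskolin and galanin both at EC90 stimulate the cells; cAMP rise reported by CNG channel membrane potential dye signal; 0% = forskolin plus galanin with DMSO and 100% = forskolin alone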
Target sequence (O60755 1-299 limits assumed): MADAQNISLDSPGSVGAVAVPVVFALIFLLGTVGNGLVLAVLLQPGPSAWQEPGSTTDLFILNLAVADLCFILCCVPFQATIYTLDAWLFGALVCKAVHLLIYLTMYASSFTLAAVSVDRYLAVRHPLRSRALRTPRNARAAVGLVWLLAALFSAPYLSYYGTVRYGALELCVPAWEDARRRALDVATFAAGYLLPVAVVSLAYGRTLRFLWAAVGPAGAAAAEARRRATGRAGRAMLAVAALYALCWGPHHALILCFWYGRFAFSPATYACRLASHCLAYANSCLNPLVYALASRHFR
Active calls of the source: *.

SMILES | GalR3 antagonist
O=C(CCC(C(=O)O)N1C(=O)c2ccccc2C1=O)Nc1ccccc1 (stereo not drawn) | -4
Cn1c(=O)c2cc(NC(=S)NCc3ccccc3F)ccc2n1Cc1ccccc1 | -7
O=C(c1cccc(-n2cccc2)c1)N1CCN(S(=O)(=O)c2ccccc2Br)CC1 | -3
O=C(NCCCc1ccccc1)c1cccc(NC(=O)C2CCCC2)c1 | -4
O=C(Nc1ccc(-c2nc3ccccc3[nH]2)cc1)C1CCCN(Cc2ccn[nH]2)C1 (stereo not drawn) | -5
O=C(OCC(=O)N1CCN(C(=O)COC(=O)c2ccccc2NCCO)CC1)c1ccccc1NCCO | -3
O=C(CCCCn1ccc(=O)[nH]c1=O)Nc1ccc(O)c(C(=O)O)c1 | -6
NC(Cc1ccccc1)c1csc(Nc2cc(Oc3ccccc3)ncn2)n1 (stereo not drawn) | 3
CCCCNC(=O)C[C@@H]1C[C@@]2(C(=O)OCC)CCCC=C2N(CCc2ccc(OC)c(OC)c2)C1=O | -4
CCCOc1ccc(F)cc1-c1cc(C(=O)Nc2ccc(C(C)C)cc2)[nH]n1 | -5
Cc1cc(O)cc2c1C1CCC3(C)C(O)CCC3C1C=C2 (stereo not drawn) | -1
CCOc1ccc(-c2cc(C(=O)NCc3cc(C(F)(F)F)cc(C(F)(F)F)c3)[nH]n2)c(C)c1 | -3
O=C(NCC1CCCO1)c1ccccc1NS(=O)(=O)c1ccc(Br)s1 (stereo not drawn) | -4
COc1ccc(C(=O)C(=NN)c2ccccc2)cc1 | -2
C[C@@H]1CN([C@H](C)CO)C(=O)c2c(c3ccccc3n2C)-c2ccccc2CO[C@H]1CN(C)Cc1ccc(-c2ccccc2)cc1 | -4

15 entries from above, with the structure last:
| GalR3 antagonist | SMILES |
| --- | --- |
| -4 | O=C(CCC(C(=O)O)N1C(=O)c2ccccc2C1=O)Nc1ccccc1 (stereo not drawn) |
| -7 | Cn1c(=O)c2cc(NC(=S)NCc3ccccc3F)ccc2n1Cc1ccccc1 |
| -3 | O=C(c1cccc(-n2cccc2)c1)N1CCN(S(=O)(=O)c2ccccc2Br)CC1 |
| -4 | O=C(NCCCc1ccccc1)c1cccc(NC(=O)C2CCCC2)c1 |
| -5 | O=C(Nc1ccc(-c2nc3ccccc3[nH]2)cc1)C1CCCN(Cc2ccn[nH]2)C1 (stereo not drawn) |
| -3 | O=C(OCC(=O)N1CCN(C(=O)COC(=O)c2ccccc2NCCO)CC1)c1ccccc1NCCO |
| -6 | O=C(CCCCn1ccc(=O)[nH]c1=O)Nc1ccc(O)c(C(=O)O)c1 |
| 3 | NC(Cc1ccccc1)c1csc(Nc2cc(Oc3ccccc3)ncn2)n1 (stereo not drawn) |
| -4 | CCCCNC(=O)C[C@@H]1C[C@@]2(C(=O)OCC)CCCC=C2N(CCc2ccc(OC)c(OC)c2)C1=O |
| -5 | CCCOc1ccc(F)cc1-c1cc(C(=O)Nc2ccc(C(C)C)cc2)[nH]n1 |
| -1 | Cc1cc(O)cc2c1C1CCC3(C)C(O)CCC3C1C=C2 (stereo not drawn) |
| -3 | CCOc1ccc(-c2cc(C(=O)NCc3cc(C(F)(F)F)cc(C(F)(F)F)c3)[nH]n2)c(C)c1 |
| -4 | O=C(NCC1CCCO1)c1ccccc1NS(=O)(=O)c1ccc(Br)s1 (stereo not drawn) |
| -2 | COc1ccc(C(=O)C(=NN)c2ccccc2)cc1 |
| -4 | C[C@@H]1CN([C@H](C)CO)C(=O)c2c(c3ccccc3n2C)-c2ccccc2CO[C@H]1CN(C)Cc1ccc(-c2ccccc2)cc1 |

Continued.
SMILES | GalR3 antagonist
Cc1cc(C)cc(C(O)c2ncc(-c3ccccc3Cl)[nH]2)c1 (stereo not drawn) | 0
COc1cc(NC(C)CCCN)c2nc(C)ccc2c1Oc1ccc(F)cc1 (stereo not drawn) | -2
CCCN1CCC(C)(C(=O)Nc2ccccc2Oc2ccccc2)C1 (stereo not drawn) | 1
COc1ccc(-c2ncn(CCc3ccccc3OC)c2C(C)C)cc1 | -8
CCCCNC(=O)c1nc(-c2ccncc2)oc1-c1ccccc1 | -8
C=C[C@@H](c1ccccc1)[C@](C)(O)C(=O)O | -4
CN(C)S(=O)(=O)c1cccc(NC(=O)c2cccc(N3C(=O)CCC3=O)c2)c1 | -4
CN(C(=O)c1cccc(NC(=O)Cc2ccc(NC(=O)C3CCN(S(=O)(=O)c4cccc([N+](=O)[O-])c4)CC3)cc2)c1)C1CCCCC1 | 4
Cn1nc(C(C)(C)C)cc1NC(=O)C1(C)CCN1C(=O)C1(c2ccccc2)CC1 (stereo not drawn) | -9
CCc1nc2ccc(C(=O)NCc3cccs3)cn2c1N(CC)CCOC | -7
CC(=O)C(C(c1ccccc1)N1CCOCC1)N1CCOCC1 (stereo not drawn) | -3
COCCNC(=O)C1(C)CCCN(Cc2cc(-c3ccccc3)n(C)n2)C1 (stereo not drawn) | -7
COC(=O)C1CCN(C(=O)CSc2nc3nc(C)cc(C)n3n2)CC1 | -5
COc1ccc(NC(=O)CSc2nnc3n2CCCCC3)cc1OC | -8
COc1cc(/C=C/C(=O)OCC(=O)Nc2ccc3[nH]c(=O)[nH]c3c2)ccc1OC(F)F | -5
Cc1cccc(S(=O)(=O)NC(=O)C2(C)CCN2C(=O)CC2CCCCC2)c1 (stereo not drawn) | -5
CC(C)N(C(=O)[C@H]1C[C@H](CC(=O)NC(C)(C)C)C(=O)N2CCc3c([nH]c4cc(-c5ccco5)ccc34)[C@]12C)C(C)C | -8
O=C(Cc1ccc(NC(=O)C2CCCN(C(=O)C3CCCCC3)C2)cc1)Nc1cccc(C(=O)N2CCCCC2)c1 (stereo not drawn) | -2
CSc1nc2ccc(NC(=O)CS(=O)(=O)c3ccccc3)cc2s1 | 0
C[C@H](CO)N1C[C@H](C)[C@H](CN(C)S(=O)(=O)c2ccccc2F)OCc2cnnn2CCCC1=O | -6
CC(=NNc1nc2ccccc2s1)c1ncccn1 | 0
OC(c1cccc(CN2CCCCC2)c1)c1ncc(-c2cccc(C(F)(F)F)c2)[nH]1 (stereo not drawn) | -7
COc1ccccc1-c1cc(NC=O)c2ncc(-c3cccc(C(F)(F)F)c3)n2c1 | -8
CC1Oc2ccc(C#N)cc2N(Cc2cccc(F)c2)C1=O (stereo not drawn) | 0
COc1ccc(CNC(=O)CCNC(=O)c2ccco2)cc1OC | -2
Cn1c(=O)c2cc(NC(=O)CCc3cccnc3)ccc2n1Cc1cccc(C(F)(F)F)c1 | -9
COc1cccc(C(C)(O)c2nc(-c3cc(F)cc(F)c3)cs2)c1 (stereo not drawn) | -7
Oc1ccc(Cc2ccccc2)c2cccnc12 | -7
Cc1ccc([C@H]2C[C@]34CN(Cc5ccccc5)S(=O)(=O)[C@H]3C[C@H]2O4)cc1 | -2
COc1ccc(-n2c(N)cc(=O)nc2SCC(=O)NC2CCCCC2)cc1 | -1
COCc1[nH]nc2c1C(c1ccc3c(c1)OCO3)N(Cc1ccccc1)C2=O (stereo not drawn) | -6
CN(Cc1ccc(OC(F)F)cc1)C(=O)c1cccc(S(=O)(=O)N2CCN(Cc3ccccc3)CC2)c1 | 22*
CCc1nc2c(OCC(=O)c3ccc(Cl)cc3Cl)cccn2c1N(C)C(=O)c1ccncc1 | -6
Nc1nc(-c2ccc(Cl)cc2)cs1 | -1
Cc1cc2nc(C(C)(C)C)c(Cc3cccc(F)c3)n2c(C)c1Br | -6
CCOC(=O)/C=C1\CC(C(=O)OCC)Oc2c(OC)cccc21 (stereo not drawn) | -2
Cc1cc(C)nc(NN=CC2=C(N3CCOCC3)/C(=C/c3ccc(Cl)cc3)CC2)n1 | -4
O=S(=O)(c1cccnc1)N1CCCC(Nc2ccc(F)c(F)c2)C1 (stereo not drawn) | -4
C[C@@H]1CN([C@H](C)CO)C(=O)CCCn2nncc2CO[C@@H]1CN(C)C(=O)Cc1ccccc1 | -3
COc1ccc(CNC(=O)c2sc(=O)n(Cc3ccc(-c4ccccc4)cc3)c2C)cc1OC | 26*
CSc1ccc(Cn2c(C)c(C(=O)NCc3cccc(C)c3)sc2=O)cc1 | -2
CCc1nc2ccc(C(=O)N3CCCCC3)cn2c1N(C)CCCc1ccccc1 | -7
CC(=NNc1nc2ccccc2s1)c1ccncn1 | -3
COCOCCn1cc(CN2CCS(=O)(=O)N(Cc3ccc(-c4cccc(CO)c4)cc3)C(CC(C)C)C2=O)nn1 (stereo not drawn) | -6
CCCNC(=O)C1(C)CCN(C(=O)c2ccc3c(c2)CCO3)C1 (stereo not drawn) | -1
CCOC(=O)[C@]12CCCC=C1N(Cc1cccc3ccccc13)C(=O)[C@H](CC(=O)N1CCCC1)C2 | -8
CN(C(=O)c1cccc(NC(=O)Cc2ccc(NC(=O)C3CCN(C(=O)C4CCC4)CC3)cc2)c1)C1CCCCC1 | -6
O=Nc1c(O)cc(O)c2ccccc12 | -1
CCOC(=O)[C@]12CCCC=C1N(CCC1=CCCCC1)C(=O)[C@H](CC(=O)NCCc1ccccc1OC)C2 | -5
CCOC(=O)N(C)c1c(CC)nc2c(OCc3cccc(Cl)c3)cccn12 | -7
CC(=O)Nc1nc2[nH]ccc2c(=O)[nH]1 | 1
COc1ccc(NC(=O)c2cc(C3CCCCN3C(=O)Cc3ccc(N(C)C)cc3)on2)c(C)c1 (stereo not drawn) | -4
Cc1ccc(S(=O)(=O)NN=C2CC(C)(C)OC2(C)C)cc1 | -5
COc1cccc(-c2cnc(C(O)c3ccccc3)[nH]2)c1 (stereo not drawn) | -8
Cc1cc(F)ccc1S(=O)(=O)N1CCCOC1CNC(=O)C(=O)NCCc1ccco1 (stereo not drawn) | -5
Cc1ccc2c(c1)P(=O)(O)c1cc(C)ccc1O2 | 1
CN(Cc1cn(Cc2ccc(F)cc2)nn1)C1CN(Cc2cn(Cc3ccc(F)cc3)nn2)S(=O)(=O)C1 (stereo not drawn) | 4
CC1CC(NC(=S)N(C)C)CC(C)(C)C1 (stereo not drawn) | -3
COc1cccc(C#CC2=CC(=O)C[C@H](c3ccc(F)cc3)C2)c1 | -3
Cc1cccc(CN2CCN([C@H]3CS(=O)(=O)N[C@@H]3COCc3ccccc3)CC2)c1 | -10

The results go on:
SMILES | GalR3 antagonist
CC(C)C[C@H]1CNC(=S)N1C[C@H]1CCCN1C[C@H](CC(C)C)N1C[C@H](Cc2ccc(O)cc2)N(CC2CCCCC2)C1=S | -4
COC(=O)CC(=O)CC(NS(=O)(=O)c1ccc(C)cc1)c1ccccc1 (stereo not drawn) | -7
CC(=O)C[C@@H]1OC[C@H](C(C)C)N1S(=O)(=O)c1ccc(C)cc1 | -2
CN(C(=O)c1cc2c(cc1Br)OCO2)c1cccc2ccccc12 | -3
COC(=O)[C@]12CCCCC=C1N(Cc1cccc3ccccc13)C(=O)[C@H](CC(=O)NCc1ccccc1)C2 | -6
C[C@@H](NCCCn1cnc2c(OCc3ccccc3)ncnc21)c1cccc2ccccc12 | -9
CC(=O)C1=CCC(c2ccc(C)cc2)N(S(=O)(=O)c2ccc(Cl)cc2)C1 (stereo not drawn) | -8
O=C(Cc1ccccc1)c1ccc(O)cc1O | -1
COc1ccc(Cl)cc1NC(=O)CN(C)CC(=O)Nc1cccc(S(=O)(=O)N2CCCC2)c1 | -6
O=C(Nc1cc(Cl)cc2c1-c1ccc(Cl)cc1C2O)C(Cl)Cl (stereo not drawn) | -5
CC(C)C1CC2=C(C(=O)OC(C)(C)O2)C(c2ccc(F)cc2)O1 (stereo not drawn) | -5
O=P(NC1CCCCC1)(c1ccccc1)c1ccccc1 | -6
O=C(O)c1cccc(-c2csc(C(O)c3cccc(Cl)c3)n2)c1 (stereo not drawn) | -5
Cc1ccc(CN2CC(N3CCN(c4ccccn4)CC3)CS2(=O)=O)cc1 (stereo not drawn) | -7
C[C@@H]1CN([C@H](C)CO)C(=O)c2cc(NC(=O)Nc3ccccc3)ccc2O[C@@H](C)CCCCO[C@H]1CN(C)S(C)(=O)=O | -4
CCc1ccc(N2CC(C(=O)N3CCN(S(=O)(=O)c4cccc(F)c4)CC3)CC2=O)cc1 (stereo not drawn) | -9
Cc1cc(F)cc(-c2cc(C(=O)NCc3cccc(Cl)c3)[nH]n2)c1 | 1
CC1(C(=O)NCC2CC2)CCN1C(=O)C1(c2ccc(Cl)cc2)CC1 (stereo not drawn) | -5
CC(C)[C@@H](C)/C=C/[C@@H](C)[C@H]1CC[C@@H]2[C@]1(C)CCC1[C@]23C=C[C@]2(C[C@@H](O)CC[C@]12C)N(c1ncc(C(F)(F)F)cc1Cl)O3 (stereo partly drawn) | -5
CC1=C(C(=O)N2CCOCC2)CC(CC(=O)NCc2ccco2)C(=O)N1CCC1=CCCCC1 (stereo not drawn) | -3
COC(=O)C1=C(C)N(Cc2cccc(C(F)(F)F)c2)C(=NCc2ccc3c(c2)OCO3)NC1c1ccc(F)cc1 (stereo not drawn) | 3
COc1ccc(C(C)(NC(C)=O)c2nc(-c3cccc(C(F)(F)F)c3)cs2)cc1 (stereo not drawn) | -9
CCN1C(=O)[C@H]2[C@@H](c3ccc(OC)cc3)N[C@]3(CCCN(Cc4ccc(C(F)(F)F)cc4)C3=O)[C@H]2C1=O | -1
CCN(CC)C(=O)c1cccc(-c2csc(C(O)c3cccc(Cl)c3)n2)c1 (stereo not drawn) | -6
O=C(CCS(=O)(=O)c1ccc(F)cc1)Nc1nccs1 | -10
O=C(O)C(=Cc1ccccc1)Cc1ccccc1 | -7
O=C(/C=C/[C@H]1O[C@@H](n2cnc3c(NC(=O)c4ccccc4)ncnc32)[C@H](O)[C@@H]1O)NC1CCCCC1 | -3
CCc1cccc(CC)c1N1C(=O)COCC1=O | -4
S=C1CC2CCCC(C2)N1 (stereo not drawn) | -7
Cc1cc(C)c(NC(=O)CNC(=O)c2cc(C3CC3)nc3c2cnn3C(C)C)c(C)c1 | -4
CC1(C(=O)NS(=O)(=O)c2ccccc2Cl)CCN1C(=O)CC1CCCCC1 (stereo not drawn) | -8
Cc1cc(N2CCN(CC(C)(C)O)C[C@H]2C)ccc1N1CCN(CC(C)(C)O)[C@@H](C)C1 | 1
c1cc(-c2ccc3[nH]ccc3c2)n2ccnc2c1 | -6
C=CCN=C1NC(CCc2ccccc2)C(C(=O)OC)=C(C)N1Cc1cccc(C(F)(F)F)c1 (stereo not drawn) | -2
COCC(=O)N(C)[C@H]1C[C@H]2c3[nH]c4ccccc4c3CCN2C(=O)[C@H]1[C@H](C)O | -3
O=C(c1cc(-c2cccs2)nc2ccccc12)N1CCN(CCO)CC1 | -3

Screening data from PubChem BioAssay.

These rows are one share of the data; the hit share may differ from the screen's.
